AMA1-RON2 inh: qHTS for Inhibitors of AMA1-RON; Towards Development of Antimalarial Drug Lead: Primary Screen; Plasmodium falciparum AMA1 (3D7) - RON2 peptide interaction; AlphaScreen AMA1-biotinylated RON2 peptide binding; Potency, µM (series often up to 58.2 µM), for inactives: at the highest dose activity change, negative = inhibition, hits mostly inhibitors; 360,000 compounds, 0.2% hits; AID 720542, 2013;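 also: potency is read from the fitted curve at half-maximal effect; 0% = vehicle wells and -100% = peptide control; nearly all actives have a fitted effect of over 45% in size; some results filed as inactive show a strong effect at the top dose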
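AMA1 (3D7) with his tag at 25 nM final met compounds first, then biotinylated RON2 peptide at 25 nM; detection used donor plus acceptor beads, 10 µg/mL apiece, read by AlphaScreen after 30 min at room temperature.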
CHX counter: Cycloheximide Counterscreen for Small Molecule Inhibitors of Shiga Toxin; AID 2314, 2010; 300,000 compounds, 12% hits; max response, %; cell reporter, cycloheximide protein synthesis inhibition counterscreen; in the data active = max response mostly above about 13%, no sharp cut-off; inactive = mostly below about 14%; also: read at 38.3 µM for the half of the compounds with a filed dose; 0% is about no effect
Tb PYK inh: qHTS of Trypanosoma Brucei Inhibitors; pyruvate kinase (Trypanosoma brucei), Q57TT1; TbPYK enzyme, Kinase-Glo Plus ATP luminescence, 45 min; AID 624173, 2012; Potency, µM (doses to about 76.8 µM), without a hit: at the top dose activity, negative = inhibition, most hits filed as inhibitors; 410,000 compounds, 0.12% hits; also: potency is read from the fitted curve at half-maximal effect; % is scaled to controls: 0 for no effect and ±100 for the full control effect; nearly all actives have a fitted effect of over 50% in size
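T. brucei PYK with substrate was exposed to pin-transferred compounds across a concentration series, then started with 130 uM ADP (final). After 45 min at room temperature, Kinase-Glo Plus luminescence was read, normalized and curve-fitted.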
Shiga inhibitor: A qHTS for Small Molecule Inhibitors of Shiga Toxin; Vero cells, Shiga toxin protein synthesis inhibition reporter; inhibition, % at 38.7 µM; 290,000 compounds, 9.2% hits; AID 2315, 2010; in the data active = inhibition mostly above about 28%, no sharp cut-off; inactive = mostly below about 43%; also: 0% is about no effect
Pf growth 96h: Primary qHTS for delayed death inhibitors of the malarial parasite plastid, 96 hour incubation; 320,000 compounds, 6.9% hits; P. falciparum luciferase reporter growth, 96 h; AID 504834, 2011; Potency, µM (titrated, usually from 28.7 µM), without a hit: top-dose activity change, negative = inhibition, usual class: inhibitors; also: potency is read from the fitted curve at half-maximal effect; % is scaled to controls: 0 for no effect and ±100 for the full control effect
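P. falciparum expressing integrated firefly luciferase, in erythrocytes at 2% hematocrit, 0.05% parasitemia, incubated with compounds 96 h at 37 C, 5% CO2. Growth inhibition read as loss of luminescence; two-generation exposure targets delayed-death apicoplast inhibitors.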
Pf growth 48h: Primary qHTS for delayed death inhibitors of the malarial parasite plastid, 48 hour incubation. AID 504832, 2011. P. falciparum luciferase growth in erythrocytes, 48 h. Potency, µM (highest dose often 28.7 µM), for the others: at the top dose activity change, negative = inhibition, hits mostly inhibitors. 310,000 compounds, 5.9% hits; also: potency is read from the fitted curve at half-maximal effect; % is scaled to controls: 0 for no effect and ±100 for the full control effect
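Growth was read as firefly luciferase luminescence after a 48 h, 37 C, 5% CO2 exposure of compounds to reporter-bearing P. falciparum cultures (0.1% parasitemia, 2% hematocrit final) in Albumax-supplemented RPMI 1640.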
LmPK inhibitor: qHTS Assay for Inhibitors of Leishmania Mexicana Pyruvate Kinase (LmPK); purified LmPK, Kinase-Glo ATP luminescence, 1 h; Potency, µM (top dose mostly 57.5 µM), without a hit: at the highest dose activity change, negative = inhibition, actives largely listed as inhibitors; 290,000 compounds, 0.37% hits; AID 1721, 2009; also: potency is read from the fitted curve at half-maximal effect; % is scaled to controls: 0 for no effect and ±100 for the full control effect
Target sequence (Q27686 whole entry, looked up): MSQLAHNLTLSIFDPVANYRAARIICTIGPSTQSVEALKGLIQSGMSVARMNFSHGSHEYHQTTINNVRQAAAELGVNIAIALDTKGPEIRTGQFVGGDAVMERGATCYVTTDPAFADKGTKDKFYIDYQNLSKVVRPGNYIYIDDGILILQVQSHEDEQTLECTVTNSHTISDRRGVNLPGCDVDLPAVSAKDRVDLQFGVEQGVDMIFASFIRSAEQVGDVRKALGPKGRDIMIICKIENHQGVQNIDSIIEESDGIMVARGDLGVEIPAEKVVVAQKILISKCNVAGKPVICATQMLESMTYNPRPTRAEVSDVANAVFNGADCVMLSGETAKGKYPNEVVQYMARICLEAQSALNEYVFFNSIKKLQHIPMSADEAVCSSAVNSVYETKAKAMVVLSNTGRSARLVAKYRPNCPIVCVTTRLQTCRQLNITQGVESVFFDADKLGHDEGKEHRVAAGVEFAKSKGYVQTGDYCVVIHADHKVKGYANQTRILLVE
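qHTS format; LmPK 0.1 nM; substrates PEP 0.5 mM and ADP 0.1 mM. One-hour room-temperature incubation, then coupled luciferase luminescence; 0.5 nM enzyme wells mark activation.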
Active calls of the source: *; ? = inconclusive; · = not tested or not shown; [ ] = remark or other dose. Unless noted, calls follow the shape of the dose curve; as a rule, active = well fitted curve in the direction sought with a large enough effect; inconclusive = small, poorly fitted or top-dose-only effect, or another doubt; inactive = no such curve, though single readings can be large; an effect the other way counts as inactive or inconclusive.

SMILES | AMA1-RON2 inh | CHX counter | Tb PYK inh | Shiga inhibitor | Pf growth 96h | Pf growth 48h | LmPK inhibitor
O=C1CCCN1C(=O)CSc1ccc2ccccc2n1 | 11% | · | -6% | · | 24% | -17% | ·
COc1cccc(C(=O)NNC(=O)c2sccc2-n2cccc2)c1 | 74%[activator] | -2 | -9% | 11 | 35%[1.15 µM] | 4% | 0%
O=[N+]([O-])c1cc2c(cc1CN1CCN(CCOCCO)CC1)OCO2 | 0% | -1 | -5% | -3 | ? | 9% | -6%
COc1cc(NC(=S)Nc2ccccn2)cc(OC)c1OC | 23% | -2 | 1% | 28 | ? | -12%[5.75 µM] | 1%
COc1ccc(C(c2c(C)n(C)n(-c3ccccc3)c2=O)c2c(C)n(C)n(-c3ccccc3)c2=O)cc1OC | -9% | -1 | -1% | · | ? | ? | 1%
O=C(COC(=O)c1nc(Cl)ccc1Cl)Nc1ccccc1OC(F)F | 0% | -2 | 1% | 5 | 45%[activator] | 5% | 1%
CN(C)C(CNC(=O)c1ccc(C(=O)c2ccccc2)cc1)c1ccccc1 (centres undefined) | 5% | -2 | 3% | -7 | 10% | -13% | 8%
CCS(=O)(=O)c1ccc(O)c(NC(=O)c2cc(OC)c(OC)c(OC)c2)c1 | 6% | -1 | 2% | -13 | · | · | 9%
CN(C)c1ccc(C2NCCS2)cc1 (centres undefined) | 1% | -5 | 4% | -8 | ? | 52%[activator] | 3%
O=C(c1ccccc1)c1ccc(OCC(O)CN2CCCCC2)cc1 (centres undefined) | 5% | 0 | 3% | -5 | · | ? | 0%
FC(F)(F)c1ccccc1N/N=C/c1cccnc1 | -10% | 22 | -2% | 27 | ? | ? | 1%
COc1ccc(-c2nc(CSCC(=O)NC3CCCc4ccccc43)c(C)o2)cc1OC (centres undefined) | -9% | -1 | 1% | -12 | 8.3µM* | · | 3%
CC1Cc2ccccc2N1C(=O)Cn1cc([N+](=O)[O-])cn1 (centres undefined) | 4% | -3 | -1% | -13 | 48%[activator] | 6% | 8%
CC(=O)c1sc(-c2ccc(Cl)cc2)nc1C | 12% | 26* | 2% | 53* | 111%[activator] | 41%[activator] | -9%
Clc1ccc(-c2cnc3n2CCCCC3)cc1 | -29% | 17 | 1% | 10 | -14% | -21% | 0%
S=c1[nH]nc(Cc2sc(-c3ccccc3)nc2-c2ccccc2)o1 | 20% | -2 | -29% | 17 | 1% | · | -4%
CCn1c(COc2ccc(OC)cc2)nnc1SCc1nc2ccccc2c(=O)[nH]1 | · | -1 | · | -17 | 22% | -5% | -3%
CCCN1CCN(C(=O)Cn2c(=O)oc3cc(S(=O)(=O)NCc4ccccc4)ccc32)CC1 | 6% | -5 | -7% | -6 | ? | -7% | 3%
Cc1ccc(C(=O)CSc2nc(O)cc(=O)[nH]2)cc1C | -13% | 1 | 2% | -2 | ? | 0% | 3%
CCOC(=O)c1c(C)n(Cc2ccco2)c2c1cc(O)c1ccccc12 | -11% | 22 | 3% | 25 | · | 3.7µM* | 4%
CC1(C)CC(=O)C2=C(C1)NC(=O)NC2c1ccc([N+](=O)[O-])cc1 (centres undefined) | 14% | -4 | 8% | -6 | 12% | -3% | -3%
O=C(c1ccccc1Cl)N1CCC(c2nc3c(nnn3Cc3ccco3)c(=O)[nH]2)CC1 | -1% | -2 | -1% | 1 | ? | ? | 4%
CCc1ccc(N(C(=O)c2csnn2)C(C(=O)NCc2ccccc2)c2ccco2)cc1 (centres undefined) | -12% | 9 | -1% | -11 | 158%[activator] | 0% | 0%
CC(NC(=O)c1ccccc1Cl)C(=O)O (centres undefined) | -5% | -2 | -3% | -19 | · | 8% | 7%
O=c1oc(-c2ccccc2NS(=O)(=O)c2ccc(Cl)cc2)nc2ccccc12 | 7% | 0 | 0% | 11 | ? | ? | 0%

Reprinted at random: 3 records from the list, in no set order.
SMILES | AMA1-RON2 inh | CHX counter | Tb PYK inh | Shiga inhibitor | Pf growth 96h | Pf growth 48h | LmPK inhibitor
COc1cccc(C(=O)NNC(=O)c2sccc2-n2cccc2)c1 | 74%[activator] | -2 | -9% | 11 | 35%[1.15 µM] | 4% | 0%
CC1Cc2ccccc2N1C(=O)Cn1cc([N+](=O)[O-])cn1 (centres undefined) | 4% | -3 | -1% | -13 | 48%[activator] | 6% | 8%
CCCN1CCN(C(=O)Cn2c(=O)oc3cc(S(=O)(=O)NCc4ccccc4)ccc32)CC1 | 6% | -5 | -7% | -6 | ? | -7% | 3%

2 of these compounds in another layout:
smiles,AMA1-RON2 inh,CHX counter,Tb PYK inh,Shiga inhibitor,Pf growth 96h,Pf growth 48h,LmPK inhibitor
O=C(COC(=O)c1nc(Cl)ccc1Cl)Nc1ccccc1OC(F)F,0%,-2,1%,5,45%[activator],5%,1%
CCS(=O)(=O)c1ccc(O)c(NC(=O)c2cc(OC)c(OC)c(OC)c2)c1,6%,-1,2%,-13,·,·,9%

More structures.
SMILES | AMA1-RON2 inh | CHX counter | Tb PYK inh | Shiga inhibitor | Pf growth 96h | Pf growth 48h | LmPK inhibitor
CCOc1cccc(C(=O)NC(=S)Nc2ccc(Cl)cc2C(=O)O)c1 | 5% | -2 | -25% | 24 | 8% | 37%[activator] | -9%
O=C(COC(=O)CN1C(=O)C2CCCCC2C1=O)NCc1ccc(Cl)cc1Cl (centres undefined) | -5% | · | 1% | · | 6% | 1% | ·
Cc1cc(C)c2c(=O)[nH]c(SCC(=O)N3CCCCC3)nc2n1 | 6% | -4 | 2% | 12 | 79%[activator] | 2% | 2%
O=C(CNC1CCCCCC1)Nc1ccccc1N1CCCCC1 | -7% | -4 | 1% | -8 | ? | ? | 0%
Cc1nc(C)c(C(=O)Nc2cccc(F)c2)s1 | -5% | 19* | -4% | 35* | 49%[activator] | 44%[activator] | -2%
C#CCNC(=O)C1=C[C@H](c2csc3ccccc23)C[C@H](OCCCCO)O1 | 18% | 1 | 2% | 8 | ? | ? | 0%
Cc1ccc(CNS(=O)(=O)c2cn(C)cn2)cc1 | -7% | -3 | 2% | -6 | 22% | · | 0%
Cc1cccc(NC(=O)Cn2cccc2)c1 | -3% | -3 | 4% | 4 | -8% | 51%[activator] | -3%
S=C(Nc1ccccc1)c1nc2ccccc2s1 | -17% | 56* | 0% | 83* | 24% | 174%[activator] | -9%
Cc1noc(C)c1C(=O)OC(C)C(=O)N(C)c1ccccc1 (centres undefined) | 0% | · | 0% | · | ? | 6% | ·
COCCCn1c(SCC(=O)N(C)C)nnc1-c1ccccc1 | 3% | -4 | ? | 14 | 59%[activator] | -1% | -1%
CCOc1ccc(S(=O)(=O)Nc2nc3ccccc3nc2-n2ccc(=NC(=O)c3cccs3)cc2)cc1 | 3% | -3 | -4% | -6 | ? | -17% | -1%
Cc1ccc([N+](=O)[O-])c2c1C(N1CC(C)OC(C)C1)C(C)(C)O2 (centres undefined) | 5% | -2 | 2% | -7 | -7% | ? | 10%
O=C(NC1C(=O)NNC1c1ccccc1)c1ccccc1 (centres undefined) | 14% | 21* | -22% | 116* | 48%[activator] | 59%[activator] | 0%
CSCCC(NC(=O)c1ccc(Cl)cc1Cl)C(=O)OC(C)C(=O)NCc1ccco1 (centres undefined) | -20% | · | 8% | · | ? | 1% | ·
O=C(COc1ccc(-c2nnco2)cc1)Nc1c(F)cccc1F | 11% | · | 2% | · | 16% | 23% | ·
Cc1cc(C)n(-c2nc3ccccc3nc2N2CCN(C(=O)c3ccccc3)CC2)n1 | -2% | -4 | 4% | -11 | -20% | ? | 0%
COc1ccc(C(=O)Nc2ccncc2)cc1OC | -3% | 18 | 0% | -21 | · | 1% | -2%
Cc1ccnc(N/N=C/c2ccccc2)n1 | 20% | 28* | -6% | 57* | -27% | 79%[activator] | ?
O=C(CN1CCN(Cc2ccccc2)CC1)NCc1ccc(Cl)cc1 | 11% | -2 | -4% | -4 | 241%[activator] | -4% | -5%
COc1cc(-c2noc(C3CCCN(C(=O)c4c(F)cccc4F)C3)n2)cc(OC)c1OC (centres undefined) | -9% | -3 | 4% | · | 1% | ? | -4%
CNS(=O)(=O)c1cccc(C(=O)OC2CCCCC2=O)c1 (centres undefined) | 33%[activator] | -2 | 0% | 2 | ? | 21% | 1%
O=C(Nc1ccccc1N1CCOCC1)c1cccc(F)c1 | -11% | -1 | 3% | -4 | ? | -11% | 6%
COc1ccc(C(=O)COC(=O)C(CCSC)NS(=O)(=O)c2ccc(Cl)cc2)cc1 (centres undefined) | -6% | 12 | -11% | -4 | 4% | 13% | 1%
CCN1C(=O)/C(=C/c2cccs2)N(C)C1=S | -19% | 0 | 2% | 10 | 1.7µM* | · | -4%

A stretch from the list above, for reference:
SMILES | AMA1-RON2 inh | CHX counter | Tb PYK inh | Shiga inhibitor | Pf growth 96h | Pf growth 48h | LmPK inhibitor
CNS(=O)(=O)c1cccc(C(=O)OC2CCCCC2=O)c1 (centres undefined) | 33%[activator] | -2 | 0% | 2 | ? | 21% | 1%
O=C(Nc1ccccc1N1CCOCC1)c1cccc(F)c1 | -11% | -1 | 3% | -4 | ? | -11% | 6%
COc1ccc(C(=O)COC(=O)C(CCSC)NS(=O)(=O)c2ccc(Cl)cc2)cc1 (centres undefined) | -6% | 12 | -11% | -4 | 4% | 13% | 1%
CCN1C(=O)/C(=C/c2cccs2)N(C)C1=S | -19% | 0 | 2% | 10 | 1.7µM* | · | -4%

More results.
SMILES | AMA1-RON2 inh | CHX counter | Tb PYK inh | Shiga inhibitor | Pf growth 96h | Pf growth 48h | LmPK inhibitor
CC(C)N(C(=O)NC(=O)Nc1ccc(S(=O)(=O)N2CCCC2)cc1)S(C)(=O)=O | 2% | -2 | 2% | -7 | ? | -17% | 8%
CC(=O)Oc1ccc(/C=N/NC(=O)CCSc2ccccc2)cc1 | 7% | 9 | -11% | 17 | ? | 30% | -8%
C=CCOc1ccc(/C=N/NC(=O)c2c(C)nc3ccc(Cl)cn23)cc1 | 4% | -1 | 1% | -3 | 0% | ? | -4%
CCOCCCNCc1ccc(OCc2ccccc2C)c(OC)c1 | 6% | -3 | 5% | -2 | 40%[activator] | -24% | 3%
O=S(CC1CC1(Cl)Cl)CC1CC1(Cl)Cl (centres undefined) | 22% | 4 | 2% | -7 | 88%[activator] | 26% | -1%
CC(=O)c1ccc(NC(=O)Nc2ccc([N+](=O)[O-])cc2)cc1 | 2% | 8 | 4% | -14 | ? | -9% | 0%

Bioassay records from PubChem.

Compounds were not picked by outcome. About 21% of those tested had a hit in this group.
